Bioassay records: PubChem, The Scripps Research Institute Molecular Screening Center
GPR151 activ = activates the human receptor GPR151; 650,000 compounds, 1% hits; PathHunter beta-arrestin GPR151 cells, luminescence; AID 1508602; activation, % at 11.2 µM; in the data active means activation above about 4.9%;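 further: 0% = median of compound wells and 100% = cells with positive control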
Target sequence (Q8TDV0 whole entry, looked up): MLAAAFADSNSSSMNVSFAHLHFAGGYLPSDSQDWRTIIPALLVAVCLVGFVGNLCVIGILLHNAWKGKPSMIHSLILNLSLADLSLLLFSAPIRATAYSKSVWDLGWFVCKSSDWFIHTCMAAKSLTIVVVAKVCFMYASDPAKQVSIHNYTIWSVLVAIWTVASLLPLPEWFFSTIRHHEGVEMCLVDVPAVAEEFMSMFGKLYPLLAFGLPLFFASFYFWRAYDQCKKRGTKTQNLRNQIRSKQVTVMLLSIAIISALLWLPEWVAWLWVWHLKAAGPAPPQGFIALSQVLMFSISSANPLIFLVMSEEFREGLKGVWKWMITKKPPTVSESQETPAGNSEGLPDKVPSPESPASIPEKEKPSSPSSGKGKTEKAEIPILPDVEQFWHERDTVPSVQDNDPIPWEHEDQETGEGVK
MITF primary = blocks human microphthalmia-associated transcription factor. inhibition, % at 2.6 µM. 650,000 compounds, 0.91% hits. AlphaScreen MITF homodimerization, bead proximity signal. AID 1259374. O75030; in the data active means inhibition above about 50%;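 further: 0% = vehicle wells with protein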
FBW7 act = activators of human E3 ligase FBW7. Q969H0. AlphaScreen FBW7–phospho-cyclin E peptide binding, activator screen. normalized activity (activation), % at 26.1 µM. 650,000 compounds, 0.13% hits; in the data active means normalized activity above about 1.9%;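 further: purified mutant Fbw7 with reduced substrate affinity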
Target sequence (Q969H0 whole entry, looked up): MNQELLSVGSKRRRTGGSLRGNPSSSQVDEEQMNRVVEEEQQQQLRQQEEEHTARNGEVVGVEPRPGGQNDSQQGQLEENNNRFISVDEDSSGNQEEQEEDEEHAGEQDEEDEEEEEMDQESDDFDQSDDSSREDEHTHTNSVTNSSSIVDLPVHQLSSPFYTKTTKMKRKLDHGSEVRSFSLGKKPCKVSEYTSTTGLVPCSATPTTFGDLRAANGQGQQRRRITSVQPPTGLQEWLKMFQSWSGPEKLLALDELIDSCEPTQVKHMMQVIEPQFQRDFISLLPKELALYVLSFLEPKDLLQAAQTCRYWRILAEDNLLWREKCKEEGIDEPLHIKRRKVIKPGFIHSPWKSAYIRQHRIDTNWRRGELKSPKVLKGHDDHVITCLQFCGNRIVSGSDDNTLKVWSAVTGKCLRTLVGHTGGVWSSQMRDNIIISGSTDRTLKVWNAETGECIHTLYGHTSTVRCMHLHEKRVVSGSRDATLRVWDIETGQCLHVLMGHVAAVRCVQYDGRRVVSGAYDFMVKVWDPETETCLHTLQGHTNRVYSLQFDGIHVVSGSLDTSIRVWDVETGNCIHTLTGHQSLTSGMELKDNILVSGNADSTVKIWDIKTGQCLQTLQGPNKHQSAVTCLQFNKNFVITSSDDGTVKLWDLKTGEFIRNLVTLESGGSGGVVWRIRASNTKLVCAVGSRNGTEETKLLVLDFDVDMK
TEAD-YAP block = TEAD-YAP interaction inhibition; HEK-TIYL cells, TEAD-Gal4/YAP UAS-luciferase luminescence; 640,000 compounds, 1.4% hits; inhibition, % at 9.12 µM; in the data active means inhibition above about 32%;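 further: 0% = median of test compound wells and 100% = reference inhibitor wells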
Starred values were filed as active, the others as inactive.

Start of the listing, in advance, three compounds:
SMILES	GPR151 activ	MITF primary	FBW7 act	TEAD-YAP block
O=C(NCCC1=CCCCC1)c1cccc(NC2=NC3CS(=O)(=O)CC3S2)c1 (centres undefined)	-0.4	-5.5	-0.2	6.6
O=C(O)Cn1c(=O)c(Cc2cccc([N+](=O)[O-])c2)nc2ccccc21	1.0	1.3	-0.1	-4.4
CCOc1ccc2ccc(OCC)c(C3C(C#N)=C(N)Oc4n[nH]c(C)c43)c2c1 (centres undefined)	-0.9	8.9	0.4	0.0

Main list, from the first entry:
SMILES	GPR151 activ	MITF primary	FBW7 act	TEAD-YAP block
O=C(NCCC1=CCCCC1)c1cccc(NC2=NC3CS(=O)(=O)CC3S2)c1 (centres undefined)	-0.4	-5.5	-0.2	6.6
O=C(O)Cn1c(=O)c(Cc2cccc([N+](=O)[O-])c2)nc2ccccc21	1.0	1.3	-0.1	-4.4
CCOc1ccc2ccc(OCC)c(C3C(C#N)=C(N)Oc4n[nH]c(C)c43)c2c1 (centres undefined)	-0.9	8.9	0.4	0.0
COc1ccc(C(=O)Nc2cc(C)cc(C)c2O)cc1OC	1.1	-3.5	-0.1	-9.0
CC1=C(C(=O)N2CCCC(CNC(=O)c3ccco3)C2)OCCO1 (centres undefined)	0.3	10.4	0.2	-9.7
O=C1NC(=Nc2ccccc2Cl)S/C1=C/c1ccccc1F	0.6	16.8	0.0	8.0
COc1ccccc1NC(=O)CSc1nnc(-c2ccccc2N)n1C	0.4	7.4	-0.1	5.4
COc1ccc(OC)c(N2CC(O)=C(c3nc4ccccc4c(=O)[nH]3)C2=N)c1	3.0	-12.1	0.0	7.3
COc1ccccc1C1(CC(=O)N2CCCC(OC)C2)CC(=O)N(C2CCCC2)C1=O (centres undefined)	0.7	5.8	0.1	3.9
COc1ccccc1NC(=O)C(=O)N/N=C/c1ccccc1F	-2.5	10.7	0.2	8.3
CC1=C2NCN(C)N=C2C(C#N)(C#N)C1(C#N)C#N	-1.0	-2.3	-0.3	-12.5
COc1ccc(NC(=O)CS(=O)CC(=O)N2CCN(c3ccccc3F)CC2)cc1 (centres undefined)	-0.4	0.8	0.1	4.1
COc1cc(C(=O)Nc2c3c(nn2-c2cccc(C)c2)CSC3)c([N+](=O)[O-])cc1OC	0.2	11.3	0.1	4.6
COc1ccccc1NC(=O)N(CCO)Cc1cc2cc(OC)c(OC)cc2[nH]c1=O	0.9	2.1	0.0	15.8
CCCOc1cccc(OCCN2CCN(CC)CC2)c1	4.1	79.3*	0.7	0.1
CCOC(=O)C1=C(C)N(c2ccc(C)cc2)C(=O)/C1=C\c1ccc(OC)cc1OC	1.1	0.0	-0.2	1.4
CCC(=O)Nc1nc(C)c(-c2csc(Nc3ccc(NC(C)=O)cc3)n2)s1	-1.5	13.5	-0.1	43.8*
Cc1ccc(S(=O)(=O)/N=C2/C=C(ON=C3C=CC(=O)C=C3)C(=O)c3ccccc32)cc1	-2.5	7.5	-0.5	45.4*
CC1CCc2c(sc(NC(=O)c3ccccc3)c2C(=O)O)C1 (centres undefined)	-3.9	15.9	0.5	70.3*
COC(=O)c1[nH]c2ccccc2c1I	2.9	5.0	-0.1	-4.6
CCOC(=O)c1sc(N/N=C/c2ccc(N(CC)CC)cc2)nc1C	0.3	3.0	-0.1	13.3
COc1ccc2oc(=Nc3cccc4ccccc34)c(-c3nc4ccccc4[nH]3)cc2c1	-3.2	3.7	-0.5	-14.0
COc1ccc2oc(=O)c(S(=O)(=O)c3ccccc3)cc2c1	0.3	3.6	0.1	10.0
O=C1OC(c2cccc(Cl)c2Cl)=N/C1=C/c1cccs1	2.5	4.0	-0.1	2.6
CCOc1ccc(NCC(=O)N/N=C/c2ccc(F)cc2)cc1	-0.4	9.3	0.0	5.0
CCC(=O)N1C(C(=O)N2CCCC2)CSC1c1ccc(OC)cc1 (centres undefined)	-0.2	2.7	-0.2	5.0
CC1CN(Cc2cn3c(-c4cccc(Br)c4)nnc3s2)CC(C)O1 (centres undefined)	1.6	6.0	0.5	-27.8
Cc1ccc(C(=O)Nc2cc(C(=O)O)cc(C(=O)O)c2)cc1C	-0.4	-3.2	-0.2	-11.0
Cc1cc(I)ccc1NC(=O)C(C)NC(=O)OC(C)(C)C (centres undefined)	0.6	4.4	-0.1	-0.9
O=C1CS/C(=N/N=C/c2ccc(-c3ccc(Cl)cc3)o2)N1	0.6	17.0	-0.1	7.0
CC(C)(C)C1CCc2c(sc(NC(=O)c3cc4nc(-c5ccc6c(c5)OCO6)cc(C(F)(F)F)n4n3)c2C#N)C1 (centres undefined)	-1.2	17.7	-0.2	3.6
COc1ccc(NC(=O)c2ccc(N3CC4CC(C3)c3cccc(=O)n3C4)c(NC(=O)c3c(F)cccc3F)c2)cc1Cl (centres undefined)	-0.3	-2.6	-0.1	-14.6
C=CCNC(=O)C(=O)Nc1cccc(Br)c1	-1.5	6.1	0.2	-21.2
Cc1ccc(NC(=O)C(=O)NCC2CCCN2S(=O)(=O)c2cccs2)cc1C (centres undefined)	0.8	-9.1	0.3	-5.3
CCC(C)NC(=O)CN(c1ccc(OC)cc1)S(=O)(=O)c1ccc(C)c([N+](=O)[O-])c1 (centres undefined)	-0.1	12.3	0.0	0.9
N#Cc1c[nH]c(=O)c(C#N)c1Nc1ccccc1	0.4	3.6	-0.1	9.9
CCCc1nnc(NC(=O)CC(C)c2ccccc2)s1 (centres undefined)	0.4	1.9	-0.1	-1.3
CCOC(=O)c1c(NC(=O)C2CC2)sc2c1CC(C)(C)NC2(C)C	1.4	-8.2	-0.1	-3.8
CN(Cc1ccon1)Cc1nc(NCc2cccs2)c2ccccc2n1	3.2	14.3	-0.3	2.5
CCOc1ccc(-n2nc3ccc(NC(=O)c4ccccc4F)cc3n2)cc1	1.6	31.1	0.6	2.6
CC(C)c1ccc(N2C(=O)CC(N3CCC(C(N)=O)CC3)C2=O)cc1 (centres undefined)	-0.6	12.1	0.3	-7.3
Cc1ccc(C(=O)N(C)c2ccccc2[N+](=O)[O-])cc1	0.4	-0.8	-0.4	8.0
CCCOc1ccc(NC(=O)CC2C(=O)N(C)C(=S)N2CCNC(C)=O)cc1 (centres undefined)	2.7	7.2	-0.1	2.7
CCCNC(=O)[C@H]1C[C@@H](c2ccc(F)cc2)NS(=O)(=O)N1C	-0.5	-14.8	0.0	9.3
O=C(NCc1ccccn1)C(=O)N/N=C/c1ccc(Cl)cc1	-1.0	37.0	0.2	10.7
CCOc1ccc(/C=N/NC(=O)c2c(C)nc3cc(C)ccn23)cc1	-0.7	-1.1	0.2	-5.5
CCOc1cc(C2NC(=S)NC(C)=C2C(=O)OC)ccc1OC (centres undefined)	-0.4	-8.7	0.0	5.9
OCCN1CCN(Cc2ccc3c(c2)CN(Cc2c(F)ccc(F)c2F)CCO3)CC1	0.2	26.2	0.5	15.5
Cc1ccc2[nH]c(O)c(C(=O)C(=O)Nc3ccc(F)cc3)c2c1	0.6	3.8	0.2	-13.9
CC(C(=O)Nc1ccc(Br)cc1)N1CCN(c2ccccc2O)CC1 (centres undefined)	1.4	-10.5	-0.2	3.1
COc1ccc(N2CN=c3s/c(=C\c4ccco4)c(=O)n3C2)cc1	-1.2	-15.9	-0.1	-9.2
CN(C(=O)Cn1c(=O)oc2ccccc21)c1cccc(C(F)(F)F)c1	1.2	12.2	0.3	1.1
COCCNC(=O)CSc1nc2ccccc2c(=O)n1Cc1ccco1	0.3	-5.1	-0.1	-4.0
N#Cc1cc([N+](=O)[O-])ccc1NCCCN1CCOCC1	1.4	7.5	0.0	3.4
COc1cc(/C=C/C(=O)NNC(=O)CC23CC4CC(CC(C4)C2)C3)cc(Cl)c1OC	2.4	-1.9	0.0	3.2
COc1ccc(CCn2nc(-c3cccnc3)oc2=O)cc1	-1.2	-0.2	-0.1	1.0
Cc1noc(C)c1-c1nc(NCc2nc3ccccc3[nH]2)c2ncn(-c3ccccc3)c2n1	0.3	-7.5	0.0	-29.8
CCOC(=O)c1ccc(NC(=O)CSc2nc3ccsc3c(=O)n2-c2ccc(OC)cc2)cc1	1.4	-5.0	-0.1	-4.2
CC(C)C(=O)Nc1ncc(Cc2ccc(Br)cc2)s1	-0.5	16.0	0.1	-9.9
COc1ccc(/C=C2/C(=N)N3C(c4ccccc4)=CSC3=NC2=O)cc1Br	0.0	6.3	0.3	3.0
Continued.
SMILES	GPR151 activ	MITF primary	FBW7 act	TEAD-YAP block
Cc1cc(Cl)ccc1OCC(=O)N=Nc1c(O)[nH]c(=O)[nH]c1=O	-0.6	13.5	0.3	-0.3
COc1cc(Nc2ccc(N3CCC(C(=O)NC4CCN(Cc5ccccc5)CC4)CC3)nn2)cc(OC)c1OC	0.0	-2.8	-0.2	-4.3
CC(C)(C)c1ccc(S(=O)(=O)NCCC(=O)O)cc1	-0.8	13.6	0.0	-8.7
Nc1ccccc1N=Cc1ccc(-c2ccc([N+](=O)[O-])cc2)o1	0.5	2.3	0.1	16.4
CCOC(=O)N1CCC(NC(=O)c2cc3nc(-c4ccc(OC)cc4)cc(C(F)(F)F)n3n2)CC1	-0.3	13.9	1.5	8.4
Nc1c(C(=O)NCc2ccccc2)nnn1-c1cccc(C(F)(F)F)c1	0.1	8.2	0.3	12.2
CCC(C)NC(=O)C1CCCN(S(=O)(=O)N(CC)c2ccc(OC)cc2)C1 (centres undefined)	-0.7	3.9	-0.2	-4.7
O=C1NC(=O)C2C1ON(c1ccc(Cl)cc1)C2c1ccccc1 (centres undefined)	0.9	12.8	0.2	-31.2
COc1ccc(C(=O)CN2CCN(c3ncccn3)CC2)cc1	2.5	16.9	-0.3	-1.3
Cc1ccc(Cl)cc1NC(=O)CCN1C(=O)C2C3C=CC(C3)C2C1=O (centres undefined)	2.2	23.8	-0.1	2.4
O=C(NCc1cccnc1)C(=O)Nc1c(F)cc(F)cc1Br	-1.8	19.1	0.1	-0.1
Cc1ccc(S(=O)(=O)N2CCN(C(=O)CC(C)n3nc(C)c(Cl)c3C)CC2)cc1 (centres undefined)	1.3	3.3	-0.2	-12.6
CC1CN(S(=O)(=O)c2cccc(C(=O)OCc3ccc(C#N)cc3)c2)CC(C)O1 (centres undefined)	0.1	9.1	0.2	9.1
CCCOC(=O)c1ccc(Nc2nc3ccccc3n3cnnc23)cc1	-0.1	7.2	-0.1	-2.2
COc1ccc(NC(=O)C(=O)NCC(=O)Nc2ccc(OC)c(Cl)c2)cc1	0.0	-1.4	0.2	-7.2
NS(=O)(=O)c1ccc2nc(NC(=O)COc3ccc(Cl)cc3)sc2c1	1.5	16.0	0.2	-6.8
C/C(=N/OCC(=O)Nc1sc2c(c1C#N)CCCC2)c1ccc(C)cc1	-1.1	14.9	0.6	7.0
O=c1c(=NNc2ccccc2Cl)c(=O)c2ccccc12	0.7	-0.6	0.0	57.8*
CC(C)CC(=O)NC(=S)Nc1ccc(NC(=O)C(C)C)cc1	1.8	5.0	0.0	-10.4
Cc1nnc(Nc2ccc(C(=O)NCCO)cc2)c2ccccc12	0.9	17.1	1.8	-13.7
CCOC(=O)N1CCC(n2c(SCc3ccc(F)cc3)nc3ccsc3c2=O)CC1	0.4	2.4	0.1	-3.9
O=[N+]([O-])c1cnc(N2CCN(c3ccccc3)CC2)nc1	-1.8	5.8	0.0	5.8
C=CCN(c1ccc(C(=O)NCCC)cc1)S(C)(=O)=O	-0.4	20.6	-0.1	0.0
CCCCN(C)CCNC(=O)CCn1c(=S)[nH]c2cc3c(cc2c1=O)OCO3	-1.9	10.4	0.0	-1.6
Cc1ccccc1OCCNCC(C)O (centres undefined)	0.5	53.4*	0.3	1.4
CSc1ccc(C(=O)CCC(=O)O)cc1	0.2	7.8	0.0	8.6
COc1ccc(CC(=O)Nc2sc3c(c2C(=O)Nc2cccc4ccccc24)CCCCC3)cc1	-0.5	-6.6	0.3	3.1
O=C(CSc1nnc2n(C3CCCC3)c(=O)c3ccccc3n12)NC1CCCC1	-0.4	10.4	0.5	0.8
OCCC1CN(Cc2nc3ccccc3s2)CCN1Cc1cccs1 (centres undefined)	-2.1	-2.0	0.0	-8.0
C1CCc2nnc(C34CC5CC(CC(C5)C3)C4)n2CC1	0.0	7.4	0.0	6.1

Part of the list above, with each value named:
mol: COc1ccccc1C1(CC(=O)N2CCCC(OC)C2)CC(=O)N(C2CCCC2)C1=O (centres undefined)
- GPR151 activ = 0.7
- MITF primary = 5.8
- FBW7 act = 0.1
- TEAD-YAP block = 3.9

mol: COc1ccccc1NC(=O)C(=O)N/N=C/c1ccccc1F
- GPR151 activ = -2.5
- MITF primary = 10.7
- FBW7 act = 0.2
- TEAD-YAP block = 8.3

mol: CC1=C2NCN(C)N=C2C(C#N)(C#N)C1(C#N)C#N
- GPR151 activ = -1.0
- MITF primary = -2.3
- FBW7 act = -0.3
- TEAD-YAP block = -12.5

Carrying on:
SMILES	GPR151 activ	MITF primary	FBW7 act	TEAD-YAP block
CCCOc1ccc(-c2nnc(N)s2)cc1	0.1	23.0	0.7	-18.1
Cc1ccc(-c2csc(NC(=O)COC(=O)c3ccc(NC(N)=O)cc3)n2)cc1	0.6	18.1	0.5	-32.1
COc1ccc(-c2nnc3ccc(SCC(=O)NC4CCCCC4)nn23)cc1	1.3	1.9	0.0	-22.6
CCCCNC(=O)CCCC1=NS(=O)(=O)c2ccccc2N1	0.3	3.1	-0.1	-2.9
CCCCC(C(=O)OCC(=O)c1ccc(OC)cc1)N1C(=O)c2ccccc2C1=O (centres undefined)	0.9	38.1	0.0	3.7
Cc1ccc(S(=O)(=O)N2CCN(C(=O)c3cccc([N+](=O)[O-])c3)CC2)cc1	0.9	-12.4	0.1	-34.7
O=C(CNC(=O)c1ccccc1Cl)Nc1cccc(C(F)(F)F)c1	-0.5	-7.6	-0.1	-4.0
CC(=O)Oc1ccc(NS(=O)(=O)c2ccc(Cl)cc2)cc1	-0.7	15.8	0.0	4.2
Cc1nc2ncnn2c(C)c1CCC(=O)N1CCCC(C(=O)c2ccc3ccccc3c2)C1 (centres undefined)	-1.1	6.3	0.2	-1.4
